# Source: PubChem BioAssay (National Center for Advancing Translational Sciences (NCATS))
# GCN5L2 inh: qHTS Assay for Inhibitors of GCN5L2; Histone acetyltransferase KAT2A (Homo sapiens), Q92830; Potency, µM (top dose mostly 58.9 µM), without a hit: at the highest dose activity change, negative = inhibition, most hits filed as inhibitors; GCN5L2 HAT assay, ThioGlo1 CoA-SH fluorescence; 390,000 tested, 0.21% active; AID 504327, 2011
#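 Fluorescence readout, Ex340nm/Em540nm: ThioGlo1 (50uM final) reacts with free CoA thiol released as 20nM GCN5L2 acetylates H3(1-25) peptide (75uM) using acetyl-CoA (70uM). Compound and enzyme sat 15 min beforehand; 20 min room-temperature reaction.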
# TDP1 cell noCPT: qHTS for Inhibitors of human tyrosyl-DNA phosphodiesterase 1 (TDP1): qHTS in cells in absence of CPT | 420,000 tested, 15% active | DT40 Tdp1-/- hTDP1 cells, no CPT, ATP luminescence, 48 h | Potency, µM (series often up to 46.2 µM), inactives show top-dose activity change, negative = growth inhibition, hits mostly inhibitors; note: nearly all actives have a fitted effect of over 55% in size
#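 DT40 Tdp1-/-;hTDP1 cells, no CPT (DMSO vehicle only), 400 cells/well; compounds pin-transferred; ≥48 hr, 37 °C; CellTiter-Glo 30 min RT dark, luminescence read.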
# TDP1 block: qHTS Assay for Inhibitors of Tyrosyl-DNA Phosphodiesterase (TDP1); Tyrosyl-DNA phosphodiesterase 1 (Homo sapiens), Q9NUW8; recombinant TDP1, AlphaScreen DNA substrate cleavage; Potency, µM (highest dose often 130 µM), for the others: at the top dose activity change, negative = inhibition, most hits filed as inhibitors; 350,000 tested, 0.28% active; note: nearly all actives have a fitted effect of over 40% in size
# Target sequence (Q9NUW8 whole entry, looked up): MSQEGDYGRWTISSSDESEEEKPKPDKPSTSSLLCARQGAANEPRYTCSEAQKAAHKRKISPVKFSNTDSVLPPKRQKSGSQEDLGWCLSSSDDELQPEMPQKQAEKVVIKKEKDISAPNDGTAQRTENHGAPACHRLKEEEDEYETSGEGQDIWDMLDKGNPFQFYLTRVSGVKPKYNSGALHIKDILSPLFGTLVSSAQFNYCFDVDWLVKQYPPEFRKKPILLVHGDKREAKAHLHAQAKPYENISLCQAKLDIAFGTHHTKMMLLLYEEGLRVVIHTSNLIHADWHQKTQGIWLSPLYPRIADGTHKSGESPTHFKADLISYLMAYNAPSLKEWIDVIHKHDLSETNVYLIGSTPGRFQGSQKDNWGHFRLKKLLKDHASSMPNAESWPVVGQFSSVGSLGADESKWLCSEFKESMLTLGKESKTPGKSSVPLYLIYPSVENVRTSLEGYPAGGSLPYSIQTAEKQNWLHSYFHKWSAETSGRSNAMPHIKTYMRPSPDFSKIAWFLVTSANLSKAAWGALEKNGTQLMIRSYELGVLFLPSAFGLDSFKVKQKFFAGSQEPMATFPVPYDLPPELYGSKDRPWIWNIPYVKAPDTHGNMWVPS
#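 Enzyme-compound mixtures sat 15 min at room temperature, followed by a 5 min reaction with 15 nM final substrate and 10 min with AlphaScreen beads. Recombinant human Tdp1 was used at 1 nM final.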
# * = called active by the depositor; ? = inconclusive; · = not tested or not shown; [ ] = remark or other dose. Calls come from the whole dose curve; as a rule, active = well fitted curve in the direction sought with a large enough effect; inconclusive = small, poorly fitted or top-dose-only effect, or another doubt; inactive = no such curve, though single readings can be large; an effect the other way counts as inactive or inconclusive. % is set by controls: 0 for no effect and ±100 for the full control effect; potency is the fitted concentration of half-maximal effect. A portion of the library. The share of hits here may be higher or lower than overall.
SMILES,GCN5L2 inh,TDP1 cell noCPT,TDP1 block
CCc1sc(C(=O)N(CCCOC)c2c(N)n(CC(C)C)c(=O)[nH]c2=O)cc1C,-1%,0%,-1%
COc1ccc(NS(=O)(=O)c2cccc(NC(=O)C34CCC(CC3)C4)c2)cc1,-3%,21µM*,-1%
Cc1ccnc(NS(=O)(=O)c2ccc(NC(=O)c3ccccc3F)cc2)n1,-5%,4%,·
CC1(C)Oc2ccc(C(=O)NNC(=O)Nc3ccccc3)cc2NC1=O,-1%,1%,·
Cc1cc(C)c(S(=O)(=O)c2ccccc2C)c(OCC(C)(C)C)n1,-28%,9.2µM*,1%
Cc1cc(/C=C2\C(=O)NN(c3ccccc3)C2=O)c(C)n1-c1ccccc1O,?,15µM*,·
CCOc1ccc(Nc2cc(C)c(C#N)c3nc4ccccc4n23)cc1,-6%,-28%,·
NS(=O)(=O)c1ccc(NC(=O)c2ccccc2C(=O)N2CCCCC2)cc1,2%,-13%,4%
C/C(=N/OC(=O)c1ccc(C)cc1)c1ccc(N2C(=O)C3CCCCC3C2=O)cc1 (stereo unspecified),-1%,16µM*,7%
Cc1ccc(CSc2nnc(-c3ccc4c(c3)OCO4)o2)cc1,1%,-24%,6%
N#Cc1nc(-c2cccs2)oc1NCc1ccc(Cl)cc1,-17%,?,6%
Cc1cc(-c2csc(NC(=O)c3ccc(=O)[nH]c3)n2)c(C)n1Cc1ccccc1,-8%,?,2%
CSc1ccc(/C=N/NC(=O)c2cccc(Cl)c2)cc1,-14%,7%,-1%
Cc1noc(C)c1S(=O)(=O)N1CCC(C(=O)N2CCN(C3CCCC3)CC2)CC1,15%,·,-3%
Cc1ccc(NC(=O)CNC(=O)COc2ccccc2)nc1,-1%,1%,·
CCC(=O)N1CCc2cc(Br)cc(S(=O)(=O)CCC(=O)NCCc3ccc(C)cc3)c21,-2%,?,2%
CCN1CCN(CCC(=O)Nc2ccc(Br)cc2)CC1,16%,-1%,6%
CCOc1ccc(OCC(=O)Nc2ccc(N3CCCCC3)cc2)cc1,-15%,-10%,4%
Cn1c(Sc2ccccc2Cl)c(C=O)c2ccccc21,-19%,?,-5%
Cn1c2ccccc2c2cnn(CC(=O)NCCCN3CCCCC3)c(=O)c21,1%,-24%,-3%
Cc1ccc(C(=O)NCC(=O)NCc2cc(=O)n(C)c(=O)n2C)cc1,3%,?,2%
COc1cc(S(=O)(=O)N2CCn3cccc3C2C)ccc1NC(C)=O (stereo unspecified),2%,12%,4%
CCCCCCCCCn1c2c(c(=N)c3c1CCC3)CCCC2,-1%,0.018µM*,-2%
Cc1nn(Cc2cccc(C(=O)NN)c2)c(C)c1Cl,-9%,?,-4%
O=S(=O)(NCC(c1ccco1)S(=O)(=O)c1cccs1)c1ccc(F)c(C(F)(F)F)c1 (stereo unspecified),-2%,?,0%
NNC(=S)Nc1c(Br)cc(F)cc1Br,0%,-16%,9%
CC(C)NS(=O)(=O)c1ccc(Oc2ncc(C(F)(F)F)cc2Cl)cc1,2%,?,3%
CCn1c(-c2cc(OC)c(OC)c(OC)c2)n[nH]c1=S,-2%,18%,5%
Clc1ccc(CNc2nc(N3CCOCC3)nc(N3CCOCC3)n2)cc1,-12%,-2%,2%
O=C(Nc1ccccc1)c1cccc(Cn2cc(C(F)(F)F)ccc2=O)c1,2%,21µM*,3%
CNC(=S)N/N=C(\C)c1ccc(C(C)(C)C)cc1,5%,-1%,3%
COc1ccc(OC)c(C(c2nnnn2CC2CCCO2)N2CCN(C3CCCC3)CC2)c1 (stereo unspecified),-7%,-12%,-8%
CCCOc1ccc(-c2nc(C#N)c(N3CCC(C(N)=O)CC3)o2)cc1,-9%,-3%,9%
O=C(OCCN1C(=O)c2ccccc2C1=O)c1cnccn1,2%,11%,0%
CCOCc1nnc(NC(=O)c2ccco2)s1,1%,0%,7%
S=C(c1ccc2c(c1)OCO2)N1CCCCCC1,-6%[0.501 µM],-15%,1%

# Quoted from the listing.
# In TDP1 block, O=S(=O)(NCC(c1ccco1)S(=O)(=O)c1cccs1)c1ccc(F)c(C(F)(F)F)c1 (stereo unspecified) is entered as 0%
# In TDP1 block, CCOCc1nnc(NC(=O)c2ccco2)s1 is entered as 7%
# In TDP1 block, COc1ccc(OC)c(C(c2nnnn2CC2CCCO2)N2CCN(C3CCCC3)CC2)c1 (stereo unspecified) is entered as -8%
# In GCN5L2 inh, O=C(Nc1ccccc1)c1cccc(Cn2cc(C(F)(F)F)ccc2=O)c1 is entered as 2%

# (list continues)
SMILES,GCN5L2 inh,TDP1 cell noCPT,TDP1 block
Cc1cccc(OCCN2CSC(=S)N(C)C2)c1,-3%,3.3µM*,2%
CCn1c(SCC(=O)N/N=C/C=C/c2ccco2)nc2ccccc21,?,?,2%
C=C(CCC(=O)c1ccccc1)C(=O)c1ccccc1,2%,2.1µM*,0%
COc1ccc(-c2cc(C(=O)Nc3ccc(C)cc3)no2)cc1,·,-2%,2%
CSc1nc(Cl)cc(Nc2ccc(O)cc2)n1,-12%,?,0%
CC1CN(C(=S)Nc2ccc(Br)cc2Cl)CC(C)O1 (stereo unspecified),?,-9%,1%
CCC(C(=O)Nc1ccc(N2CCOCC2)c(S(=O)(=O)Nc2ccccc2OC)c1)c1ccccc1 (stereo unspecified),-9%,?,-2%
Cc1cc(C)cc(NC(=O)N2CCCN(c3c(Cl)cncc3Cl)CC2)c1,1%,?,3%
CCCCOc1ccc(-c2nnn(CC(=O)c3c[nH]c4ccccc34)n2)cc1,2%,?,4%
CN(C)CCn1c(SCc2ccccc2C#N)nc2c(sc3ccccc32)c1=O,-2%,?,·
O=C(CSc1nc2ccccc2c(=O)n1-c1ccccc1Cl)NC1CCS(=O)(=O)C1 (stereo unspecified),-2%,-5%,0%
CCCNC(=O)C1CCN(c2ccc(S(=O)(=O)N3CCOCC3)cc2Cl)CC1,-1%,-30%,-4%[56.1 µM]
Nn1c(SCC(=O)Nc2ccc(F)cc2F)nnc1C1CCCCC1,1%,-3%,0%
O=c1c2sc3ccccc3c2n(Cc2cccc(Cl)c2)c(=O)n1Cc1ccccc1,0%,?,3%
CC(Oc1cccc(NC(=O)c2cccs2)c1)C(=O)c1ccccc1 (stereo unspecified),-13%,?,-3%
O=C1c2ccccc2C(=O)N1CCC(c1ccccc1)c1ccco1 (stereo unspecified),0%,?,3%
COc1ccc(S(=O)(=O)c2cnc3ccc(OC)cc3c2N2CCC3(CC2)OCCO3)cc1,-7%,3.3µM*,8%
O=C(/C=C/c1cccc([N+](=O)[O-])c1)OCC(=O)c1ccccc1,-9%,-28%,2%
CC(=O)C1=NOC2C(=O)N(c3ccc(Cl)cc3)C(=O)C12 (stereo unspecified),-10%,0%,·
CCOc1ccccc1CNC(=O)C1CCCN(c2ncnc3onc(-c4ccc(F)cc4)c23)C1 (stereo unspecified),-23%,21µM*,-3%
Cc1nn(-c2ccccc2)nc1CNC(=O)CC(C)(C)C,1%,-26%,-3%
CCN(c1cccc(C)c1)S(=O)(=O)c1cc(Br)cc2c1N(C(C)=O)C(C)C2 (stereo unspecified),-6%,21µM*,3%
N#C/C(=C\c1cc(Cl)cc(Cl)c1O)C(=O)NC1CCCCC1,-14%,?,0%
COc1ccccc1CNS(=O)(=O)c1ccc2[nH]cc(C(=O)O)c(=O)c2c1,3%,-23%,-7%
Cn1ccc(C(=O)OCC(=O)c2ccccc2)n1,-2%,-18%,5%
COc1cn(CC(=O)Nc2c(C)cc(C)cc2C)c(CN2CCCCC2)cc1=O,-1%,-9%,2%
CN(C(=O)CSc1nc2ccccc2n1CC(=O)N(C)C1CCCCC1)c1ccccc1,26%,18µM*,6%
COc1cccc(CNCc2ccc(C(=O)O)cc2)c1OC,11%,8%,0%
OCC1(CCOc2ccccc2)CCN(C2Cc3ccccc3C2)CC1,-5%,-6%,3%
O=C(c1csnn1)N1CCC2(CC1)CCN(c1ccccc1)CC2,1%,?,·
CC(NC(=O)C1CCCC1)c1ccc2c(c1)OCCO2 (stereo unspecified),1%,7%,3%
Cc1nc(-n2ncc(C#N)c2N)c2c3c(sc2n1)CCC3,-5%,-18%,0%
COC(=O)c1ccccc1OCCCOc1ccc(C)cc1OC,-7%,·,6%
Clc1cccc(C2=NC(c3cccs3)=Nc3ccc(Br)cc3N2)c1,-12%,15µM*,9%
CCOC(=O)N1CCN(C(=O)COc2ccc(S(=O)(=O)NC3CCCCC3)cc2C)CC1,1%,18µM*,-1%
CCN(CC)S(=O)(=O)c1cc([N+](=O)[O-])ccc1N=Nc1c(O)[nH]c2ccccc12,-1%,-29%,3%

# Molecules from the list above containing two or more sulfur atoms, in the order listed:
SMILES,GCN5L2 inh,TDP1 cell noCPT,TDP1 block
O=S(=O)(NCC(c1ccco1)S(=O)(=O)c1cccs1)c1ccc(F)c(C(F)(F)F)c1 (stereo unspecified),-2%,?,0%
Cc1cccc(OCCN2CSC(=S)N(C)C2)c1,-3%,3.3µM*,2%
CN(C)CCn1c(SCc2ccccc2C#N)nc2c(sc3ccccc32)c1=O,-2%,?,·
O=C(CSc1nc2ccccc2c(=O)n1-c1ccccc1Cl)NC1CCS(=O)(=O)C1 (stereo unspecified),-2%,-5%,0%

# Continuation.
SMILES,GCN5L2 inh,TDP1 cell noCPT,TDP1 block
Cc1cc(C)c2cc(C#N)c(N3CCCN(C(=S)NCCCN(C)C)CC3)nc2c1,-2%,23µM*,·
Cc1ccc(-n2nnnc2SCC(=O)Nc2sccc2C#N)cc1,0%,?,2%
COc1ccc(-c2[nH]ncc2CN(C)CC2CCCCO2)cc1F (stereo unspecified),0%,-1%,-8%
COc1ccc(S(=O)(=O)N2CCOCC2)cc1NC(=O)COC(=O)C1CC2CCCC(C1)C2=O (stereo unspecified),-1%,15%,0%
CCOc1ccccc1NC(=O)CSc1nnc(NC(=O)c2ccco2)s1,-6%,-2%,-1%
CCc1nc(SCC(=O)O)c(C#N)cc1C,-1%,3%,6%
Cc1ccc(CNS(=O)(=O)NCc2ccccc2)cc1,-9%,-3%,4%
O=S(=O)(Nc1ccc(N2CCCCC2)cc1)c1cccs1,-1%,?,10%
Cc1ccccc1Cn1c2ccccc2c2cnn(CC(=O)NCCCN3CCOCC3)c(=O)c21,-15%,-22%,1%
CCOc1c(Nc2ccc(C(C)C)cc2)c(=O)c1=O,-4%,-25%,·
Nc1c(C(=O)O)cnn1-c1ccc([N+](=O)[O-])cc1,-21%,9%,·
O=C(CCNS(=O)(=O)c1ccc(OC(F)(F)F)cc1)N1CCN(S(=O)(=O)c2cccc(F)c2)CC1,0%,?,3%[0.505 µM]

# Whole records, looked up by structure. Screens in order: GCN5L2 inh, TDP1 cell noCPT, TDP1 block
# Cc1ccccc1Cn1c2ccccc2c2cnn(CC(=O)NCCCN3CCOCC3)c(=O)c21 is listed as -15%, -22%, 1%
# Nc1c(C(=O)O)cnn1-c1ccc([N+](=O)[O-])cc1 is listed as -21%, 9%, ·

# Additional compounds.
SMILES,GCN5L2 inh,TDP1 cell noCPT,TDP1 block
CCN(CC)S(=O)(=O)c1cccc(NC(=O)COC(=O)c2cccs2)c1,-6%,-21%,0%
Cc1ccc(C(=O)Nc2sc3c(c2C(=O)O)CCCCC3)o1,-6%,15µM*,1%
N#Cc1c(N)nc2c3c(sc(=N)c2c1N)NC(=O)CC3c1ccccc1Cl (stereo unspecified),-15%,13µM*,-1%
Cc1cccc(N2CCN(c3ccc(NC(=O)/C=C(/C(=O)O)c4ccccc4)cc3)CC2)c1,?,-19%,7%
Cn1nnnc1SCC(=O)Nc1ncc(C(F)(F)F)cc1Cl,4%,-3%,1%
COc1ccc(Cc2c(O)nc[nH]c2=O)cc1,-5%,0%,3%
CC(C)N(Cc1ccccc1)C(=O)COC(=O)c1ccc(O)cc1,2%,-1%,3%
O=C(Nc1ccc(Br)cn1)c1cccc(S(=O)(=O)N2CCCC2)c1,-7%,?,1%
O=C(Nc1nc2ccccc2[nH]1)c1ccccc1O,13%,14%,·
O=C(CN1CCC(NC(=O)c2cccc(F)c2)CC1)Nc1ccc(Br)cc1,1%,?,3%
COCCn1c(SCC(=O)OCc2ccccc2)nc2c1c(=O)[nH]c(=O)n2C,2%,5%,2%
O=[N+]([O-])c1cccnc1NCc1cccs1,0%,2%,3%
